Compound activity from PubChem.
MT stabilize HCS = stabilizes microtubules in HeLa cells | AID 2205 | actives 0.83% (n = 200,000) | HeLa tubulin immunostaining HCS, 24 h; share of cells brighter than vehicle mean+2SD | % tubulin-high responders, % at 10 µM;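 active = plate Z-score above 3 for both tubulin-high and condensed-nucleus cell shares, with cell loss under 80%, at 10 µM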;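 also: anti alpha tubulin signal scored within the nucleus-defined area of each cell; some results filed as inactive read as strong as hits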
Yfh1-off respiration = mitochondrial function rescue without frataxin homolog – Friedreich's ataxia, plus single-dose screen, dose response (AID 1465); S. cerevisiae Yfh1-off respiration, WST-1 reduction, 72 h; higher fold induction means a stronger effect; one-dose fold induction at 50 µM; EC50 in µM for titrated hits; actives 0.074% (n = 220,000);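 active = fold induction of absorbance versus untreated yeast above a set limit, then at least 30% activation at any dose in follow-up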;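 also: activators that raise dye reduction in frataxin-depleted yeast; strong numbers were not always called active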
WT yeast gro inh = growth inhibition of WT yeast, mitochondrial fusion screen. mitochondrial fusion phenotypic screen, WT strain. inhibition, % at 10 µM. actives 2.1% (n = 190,000). AID 1362; in the data active = inhibition above about 58%; tested in S. cerevisiae
Lipid droplet = hepatic lipid droplet formation modulation | AML12 mouse hepatocytes, oleate lipid droplets, BODIPY imaging | inhibition, % at 6.5 µM | actives 0.4% (n = 240,000);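 active = lipid droplet intensity inhibited by at least 50%, with more than 500 cells counted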
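Assay system: AML12 hepatocytes (mouse) / Also added: 100 µM oleic acid challenge / Times: overnight treatment with compound plus oleate / Detection: high-content imaging of BODIPY-stained droplets and DAPI nuclei / Evaluation: % inhibition of lipid droplet signal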
NOD2 inhibition = inhibition of NOD2-driven NF-kB reporter – cell-based, luminescence, uHTS, HEK293 (AID 1566); HEK293 NOD2/NF-kB luciferase reporter, luminescence; higher % means a stronger effect; actives 0.63% (n = 290,000); inhibition, % at 4 µM, or EC50 in µM where a hit was titrated; in the data active = inhibition above about 50%; also: many of its hits are not listed in these tables
Ins promoter up = MIN6 insulin promoter up-regulation; MIN6 insulin promoter-GFP reporter, high-content imaging; stronger effect = higher value; actives 0.3% (n = 190,000); z-score at 5 µM;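 active = z-score above 3 at 5 µM with at least 500 cells counted in the well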
Autophagy HCS = alters autophagy in cells; AID 463193; calls only at 10 µM (by protocol); actives 0.98% (n = 190,000); MEF GFP-LC3 puncta imaging; test concentration mostly 10 µM;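 active = percentage of spot-positive cells more than 3 SD above its plate mean, without a fluorescence outlier flag or 80% toxicity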;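 also: spot-positive cell cutoff set from DMSO-treated cells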
Dynein transport = dynein cargo transport inhibition | actives 0.47% (n = 220,000) | z-score, hits read low | 3617.4 mouse cells, GR-EGFP nuclear translocation imaging; test concentration mostly 20 µM; stimulated with dexamethasone, 1 µM; stronger effect = lower value | AID 1381;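 active = plate z-score of nuclear minus cytoplasmic receptor signal below a set negative limit, without overly bright fluorescence or cell loss, cut at about -3.5 in these data, passing the limit was not always enough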;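 also: z-score of nuclear minus cytoplasmic ring GR-EGFP intensity difference per well; some compounds called inactive have numbers as strong as hits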
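Buffer or medium: tetracycline-free induction medium containing charcoal-stripped FBS / Reagent: dexamethasone agonist, 1.0 µM final, for 30 min / Technique: automated 10x imaging of fixed Hoechst-stained cells / Times: induction 48 h, compound 1 h, agonist 30 min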
b-catenin transl = alters nuclear translocation of beta-catenin in HeLa cells; immunofluorescence imaging; nuclear translocation activity, % at 5 µM; actives 0.3% (n = 190,000);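 active = nuclear translocation activity above 50% at 5 µM, with a well cell count of 50 or more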;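 also: per-cell ratio of nuclear to cytoplasmic median beta-catenin stain intensity; plate controls were DMSO negative control for no effect and GSK-3 inhibitor IX positive control for full effect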
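test system = HeLa cells, endogenous beta-catenin | dosing = single 5 µM dose plus 0.02–20 µM confirmation series | times = compound treatment 24 h, 37°C, 5% CO2 | technique = beta-catenin immunofluorescence imaging with DAPI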
WT yeast gro inh mutant strain = also measured in WT yeast gro inh; calls as there; inhibition, %; mitochondrial fusion phenotypic screen, mutant strain inhibition
Dynein transport cytoplasmic EGFP = further read-out of Dynein transport, marked with its call; z-score; measured here: cytoplasmic GR-EGFP intensity; stronger effect = higher value
Dynein transport nuclear GR-EGFP = further read-out of Dynein transport, marked with its call; z-score; measured here: nuclear GR-EGFP intensity;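 lower value marks the stronger effect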
Dynein transport cell count = second read-out of Dynein transport, no call of its own (marks repeat the call); z-score; measured here: cell count per field
Ins promoter up cell count = further read-out of Ins promoter up, marked with its call; cell count; measured here: cytotoxicity, nuclei count;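 total cells summed across four imaged fields per well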
Lipid droplet cells 6.5 µM = also measured in Lipid droplet; calls as there; cell count; measured here: cell count, cytotoxicity flag;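 cells counted across two imaged fields per well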
b-catenin transl cell count 5 µM = further read-out of b-catenin transl, marked with its call; cell count; measured here: cell count, cytotoxicity flag
MT stabilize HCS Hoechst-high % = also measured in MT stabilize HCS; calls as there; % Hoechst-high responders; measured here: nuclear condensation Hoechst responders;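 share of cells brighter than vehicle mean plus two SD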
MT stabilize HCS cytotoxicity % = also measured in MT stabilize HCS; calls as there; toxicity, %; measured here: cytotoxicity by cell density;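 0% = mean cell density of plate MIN control wells and 100% = no cells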
Autophagy HCS cell loss 18 h = also measured in Autophagy HCS; calls as there; toxicity, %; measured here: cell loss, nuclei count;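 cell loss after 18 h compound exposure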
The depositor's hits bear a star; i = inactive; . = not tested or not shown. Some of the compounds tested (hit frequency here may not be typical).

smiles,Ins promoter up,WT yeast gro inh mutant strain,NOD2 inhibition,MT stabilize HCS Hoechst-high %,Lipid droplet,Autophagy HCS,Lipid droplet cells 6.5 µM,Yfh1-off respiration,b-catenin transl,Dynein transport,WT yeast gro inh,MT stabilize HCS cytotoxicity %,Dynein transport cytoplasmic EGFP,Dynein transport nuclear GR-EGFP,b-catenin transl cell count 5 µM,MT stabilize HCS,Ins promoter up cell count,Autophagy HCS cell loss 18 h,Dynein transport cell count
O=C(c1cccs1)C1CCCN(Cc2nc(Cc3ccccc3F)no2)C1 (stereo not drawn),-0.94,5,1%,1.2,-26,i,719,i,1.8,0.66,-2,1.3,-0.21,0.26,974,1.8,1418,-8,0.13
COc1ccccc1Nc1nnc(C)c(=O)[nH]1,-0.15,12,-2%,1.8,-7,i,760,i,-4.9,0.38,1,7.5,-0.16,0.07,1135,2.2,952,-10,-0.11
C=CCNC(=O)c1ccc(C(=O)c2ccccc2)cc1,0.06,6,-8%,2.9,.,i,.,i,-2.7,-0.43,-20,7.0,-0.24,-0.59,860,4.3,1174,7,0.41
CCOC(=O)c1cn(CC(=O)Nc2ccccc2C(=O)OCC)nn1,0.31,-5,6%,1.4,.,i,.,i,0.2,2,18,1.7,-0.42,1,1337,8.8,1479,-19,-1
Oc1cc2c(cc1CN1CCN(c3cccc(C(F)(F)F)c3)CC1)CCC2,-0.89,27,13%,0.9,.,i,.,i,-0.4,-0.28,54,4.9,-0.16,-0.31,1410,2.9,1552,-3,0.066
Cc1ccc(C2C(C#N)=C(N)Oc3cc4c(cc32)OCO4)cc1 (stereo not drawn),0.79,-15,-55%,5.8,0,i,698,i,.,0.19,-7,23,-0.27,-0.11,.,18,1141,4,0.084
COc1ccc(CCC(=O)N2CCN(S(=O)(=O)c3ccc4ccccc4c3)CC2)cc1,-0.28,-25,12%,1.7,.,i,.,i,-1.6,-0.75,6,8.4,-0.18,-0.19,1422,3.0,1330,-5,-0.11
CC1(C)CC(=O)C/C(=N/NC(=O)COc2ccc(Cl)cc2Cl)C1,-0.25,.,11%,.,1,.,710,i,0.5,-0.75,.,.,-0.24,0.02,1227,.,1113,.,0.28
COCCN1C=C(C(=O)OC)C(c2ccc3c(c2)OCO3)C(C(=O)OC)=C1,0.98,2,0%,1.2,.,i,.,i,-0.6,-0.75,12,13,-0.42,-0.27,1135,4.0,1174,4,-0.26
CCOC(CCn1c(SCC(=O)Nc2cc(C)on2)nc2ccccc2c1=O)OCC,-0.34,3,8%,0.9,-6,i,618,i,-7.8,-1.2,-8,8.8,-0.36,-0.51,1091,5.0,1556,-5,1.2
CCOc1ccc(OCCCC(=O)NC2=NCCS2)cc1,-0.06,11,9%,1.3,4,i,776,i,0.3,0.4,8,7.8,-0.072,0.66,1111,1.9,1000,4,-1.2
O=C(c1nc2ccccn2c1CNCC1OCCc2ccccc21)N1CCOCC1 (stereo not drawn),-0.84,9,0%,2.6,-8,i,746,i,1.2,-0.9,7,7.4,-0.33,-0.38,943,4.1,1422,1,0.84
O=C(CSC1=NC2(CCCCCC2)N=C1c1ccccc1)Nc1ccc2c(c1)OCCO2,0.59,25*,10%,3.3,59*,i,781*,.,4.6,-1.2,58*,4.7,-0.097,0.25,486,4.6,1175,-5,-0.41
Cc1cc(C)cc(OCc2nnc(SCC(=O)c3ccc(Br)cc3)o2)c1,-0.11,7,-9%,2.7,-26,i,751,i,.,0.81,23,9.0,-0.25,0.32,.,2.7,1251,27,-0.95
O=c1c(-c2nnc(SCc3ccc(Cl)c(Cl)c3)o2)cccn1Cc1ccccc1,.,-1,4%,0.9,.,i,.,i,.,-0.11,3,5.1,-0.23,-0.35,.,1.8,.,-1,0.23
CCOC(=O)C1CCCN(CC(=O)Nc2cccc(C(C)=O)c2)C1 (stereo not drawn),0.55,0,2%,3.0,6,i,665,i,-3.3,-0.25,6,3.8,0.97,0.5,939,5.1,1192,-6,-0.76
Cn1c(=O)c2[nH]c(-c3ccccc3O)nc2n(C)c1=O,0.09,4,10%,1.4,-6,i,596,.,0.8,-0.092,3,6.0,-0.23,-0.21,1052,3.8,1958,-30,1.4
CC(C)(C)c1ccc(CNc2cc(N3CCOCC3)ccc2[N+](=O)[O-])cc1,-1.4,1,-27%,1.1,.,i,.,i,1.8,-1.1,10,10,-0.12,-0.73,1438,1.2,797,4,1.7
CN(C)c1ccc(CC2C(=O)Nc3ccccc32)cc1 (stereo not drawn),.,.,-58%,.,19,.,720,i,-1.0,-0.16,.,.,-0.23,-0.2,1255,.,.,.,-0.3
O=C(O)CNC(=O)c1ccc(OC(F)F)cc1,-0.74,14,-1%,2.6,.,i,.,i,-4.5,-0.3,2,8.8,-0.097,-0.21,1011,4.2,1313,13,-0.45
c1ccc(C(CN2CCOCC2)c2ccccc2)cc1,-0.3,0,10%,1.9,.,i,.,i,-4.0,0.37,8,5.5,0.22,-0.09,1028,4.7,1236,15,0.12
Cc1ccc(-c2nc3c(c(=O)[nH]c(=O)n3Cc3ccccc3)n2C)s1,0.71,.,0%,.,2,.,731,i,-0.6,-0.013,.,.,-0.054,0.069,1246,.,987,.,0.32
C#CCOCCOCCOCCNc1nc(N2CCN(C(=O)[C@H]([C@@H](C)CC)n3cc([C@@H](N)CO)nn3)CC2)nc(N2CCN(C(=O)[C@H](Cc3ccc(O)cc3)n3cc([C@@H](N)C(C)CC)nn3)CC2)n1 (stereo partly drawn),-0.47,4,6%,1.5,0,i,660,i,-0.9,-0.41,0,4.1,-0.24,0.03,1092,1.7,1411,3,-0.21
O=C(CCN1Cc2ccccc2C1)c1ccc2c(c1)OCCO2,0.05,8,0%,1.2,.,i,.,i,-2.5,-3.6*,5,6.2,1.1*,-1.5*,1041,2.6,1261,4,0.16*
CCCN1CC23C=CC(O2)C(C(=O)O)C3C1=O (stereo not drawn),-0.66,3,8%,1.9,14,.,589,i,-2.9,-0.17,14,4.2,-0.22,0.0068,1083,8.4,2031,.,-0.031
CC1CC(=O)N(c2ccc(NCc3ccc(Cl)cc3)c([N+](=O)[O-])c2)C1=O (stereo not drawn),-0.48,17,24%,3.6,-2,i,596,i,-4.7,-0.65,10,8.4,-0.3,-0.8,450,2.5,1114,-3,0.76
CCOC(=O)Cc1csc(-n2sc3ccccc3c2=O)n1,0.53,-36,9%,2.6,19,i,779,i,.,-0.35,-7,5.7,-0.21,0.18,.,3.2,841,7,-0.017
COC(=O)c1ccccc1N=Nc1c(N)[nH][nH]c1=O,-0.04,.,-36%,.,6,.,705,i,0.8,0.44,.,.,-0.25,0.23,1226,.,1093,.,0.32
Cc1c(NC(=O)c2c(F)cccc2F)c(=O)n(-c2ccccc2)n1C,0.4,7,20%,1.7,.,i,.,i,-0.7,0.99,7,6.5,-0.21,0.62,1150,3.2,1368,23,-0.34
CC(=O)N(CN1C(=O)c2ccccc2C1=O)c1ccccc1,0.47,1,0%,2.0,.,i,.,i,-3.2,0.31,2,4.3,-0.073,0.31,1031,3.7,1136,5,-0.64
CC(C)(C)C(=O)Nc1nc2c(s1)COc1ccccc1-2,0.8,9,-17%,2.5,55*,.,635*,i,-4.7,-0.42,6,5.3,-0.22,-0.2,1136,3.9,1847,.,-0.099
CN(C)C/C(Cl)=C(\Cl)c1ccccc1,0.62,-1,8%,3.9,.,i,.,i,-2.8,-1.3,-3,3.0,-0.24,-0.53,973,3.9,1102,5,0.13
CCCS(=O)(=O)c1nc(S(=O)(=O)c2ccc(C)cc2)c(NCc2ccco2)s1,-0.36,12,3%,2.3,-34,i,673,.,-0.7,1.7,13,1.2,-0.034,0.66,1149,5.9,1323,12,-1.6
